STK33 kinase inh: inhibitors of human STK33 kinase; Q9BYT3; purified STK33, MBP phosphorylation, ADP-Glo luminescence; inhibition, % at 10 µM; actives 0.073% (n = 320,000);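 active means inhibition at or above 25%, using the most active replicate where run in duplicate; inactive means inhibition below 25%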
Target sequence (Q9BYT3 whole entry, looked up): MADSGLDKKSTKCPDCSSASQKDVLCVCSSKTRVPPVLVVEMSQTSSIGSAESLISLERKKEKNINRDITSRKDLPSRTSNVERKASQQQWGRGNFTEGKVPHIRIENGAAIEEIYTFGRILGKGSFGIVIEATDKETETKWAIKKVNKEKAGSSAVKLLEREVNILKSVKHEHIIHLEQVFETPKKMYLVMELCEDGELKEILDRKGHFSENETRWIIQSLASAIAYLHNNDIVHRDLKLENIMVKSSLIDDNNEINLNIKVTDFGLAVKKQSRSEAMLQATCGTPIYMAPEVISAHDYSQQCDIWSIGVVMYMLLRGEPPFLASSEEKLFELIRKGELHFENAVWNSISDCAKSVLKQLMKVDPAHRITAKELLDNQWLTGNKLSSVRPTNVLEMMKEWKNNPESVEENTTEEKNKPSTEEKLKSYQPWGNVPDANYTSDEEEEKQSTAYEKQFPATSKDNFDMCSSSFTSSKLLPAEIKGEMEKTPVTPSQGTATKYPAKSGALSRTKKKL
KCNQ2 block: KCNQ2 potassium channel inhibitors, primary screen, cell-based, CHO-K1, FluxOR thallium flux, B-score (AID 2156). O88943. 20 min; hits give low values. B-score at 10 µM. actives 1.1% (n = 310,000);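 active means fluorescence ratio B-score at most minus 3 library SDs, with starting brightness B-score within 2 library SDs, cut at about -5.5 in these data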
Kir21 inh: Kir2.1 (mouse) channel inhibition. AID 1672. B-score at 10 µM. HEK293-Kir2.1, FluxOR thallium flux fluorescence; hits give low values. actives 0.85% (n = 310,000);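 active means fluorescence ratio B-score at or below minus 3 SD of library scores, with starting-brightness B-score within 2 SD, cut at about -4.2 in these data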;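 further: channel flux triggered by added potassium and thallium sulfate stimulus; B-score of peak minus minimum fluorescence over baseline after thallium stimulus; more negative B-score means stronger Kir2.1 block with less thallium influx; some compounds called inactive have numbers as strong as hits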
Target sequence (P35561 whole entry, looked up): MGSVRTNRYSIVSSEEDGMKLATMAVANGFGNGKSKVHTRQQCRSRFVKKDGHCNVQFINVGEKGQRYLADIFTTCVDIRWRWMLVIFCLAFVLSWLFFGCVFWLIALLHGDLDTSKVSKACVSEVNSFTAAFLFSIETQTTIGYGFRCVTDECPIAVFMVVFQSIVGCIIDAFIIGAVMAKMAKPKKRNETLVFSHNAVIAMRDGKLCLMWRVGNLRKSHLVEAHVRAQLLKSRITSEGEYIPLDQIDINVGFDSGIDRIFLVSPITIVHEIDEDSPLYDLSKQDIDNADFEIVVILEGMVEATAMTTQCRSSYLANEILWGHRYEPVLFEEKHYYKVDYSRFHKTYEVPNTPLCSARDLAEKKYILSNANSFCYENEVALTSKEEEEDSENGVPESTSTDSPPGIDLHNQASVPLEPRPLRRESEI
* hit, by the source's call; i = inactive; x = no result given. This is a random part of the collection, and some 1.9% of all compounds hit somewhere here.

SMILES	STK33 kinase inh	KCNQ2 block	Kir21 inh
COc1ccc(NC(=O)CCC2COc3ccccc3O2)c(OC)c1 (stereo not given)	-0.9	i	0.86
Cc1cccc2sc(NC(=O)CN3C(=O)NC4(CCCC4)C3=O)nc12	-0.4	i	0
Cc1cccc(C(=O)Oc2ccccc2C(=O)N2CCOCC2)c1	0.0	i	-1.3
Cc1ncc([N+](=O)[O-])n1Cc1ccccc1	-0.5	i	-0.69
CCOC(=O)C(Sc1nnc2c3ccccc3n(CC)c2n1)C(=O)OCC	0.6	i	-1
COc1cccc(CNC(=O)CNC(=O)c2cccs2)c1	0.0	i	0.58
COC(=O)Cc1cc(=O)n2[nH]c(C)nc2n1	0.9	i	0.84
CCCc1nnc(NC(=O)CCC(=O)O)s1	0.5	i	-0.22
CCc1ccc(-c2nc(CS(=O)CC(=O)NC3CCCCCC3)c(C)o2)cc1 (stereo not given)	-0.1	i	0.75
CCOC(=O)N1CCN(Cc2nc(N)nc(Nc3ccc(OC)cc3)n2)CC1	0.8	i	-0.67
O=C(c1ccc2nc(Cc3cccc(Cl)c3)oc2c1)N1CCOCC1	-0.3	i	0.78
O=S(=O)(c1ccccc1)N1c2cc(Cl)ccc2Oc2nc3ccccc3nc21	-0.9	i	-0.99
Cc1cc(C)c(NC(=O)CN2C(=O)NC3(CCCCC3)C2=O)c(C)c1	-2.8	i	2.5
Brc1ccc2ncnc(NCc3ccccc3)c2c1	2.2	i	0.65
CC(=O)Cc1nsc(NC(=O)c2ccc(-c3cc(Cl)ccc3Cl)o2)n1	0.5	i	1.1
Cc1ccc(S(=O)(=O)N(CC(=O)Nc2cccnc2)c2ccc(Br)cc2)cc1	-2.0	i	-1.4
Cc1ccc(CN2CC(C(=O)Nc3nnc(SCc4c(Cl)cccc4Cl)s3)CC2=O)cc1 (stereo not given)	-1.0	i	-0.25
CC(C)COP(=O)(c1ccc(N(C)C)cc1)C(O)c1ccc(N(C)C)cc1 (stereo not given)	-1.5	i	-0.47
CCOc1ccc(CCNC(=O)c2cc(-c3ccccc3)c(N3CCOCC3)s2)cc1	-1.0	i	-1.1
COC(=O)c1cn(NC(=O)C2CCC(C)CC2)c(=O)c2ccccc12 (stereo not given)	-0.8	i	0.8
O=C1CCNCCN1[C@H](CO)Cc1ccccc1	-1.9	i	1.4
CCCNC(=O)[C@H](C)NC(=O)c1ccc(Br)cc1	-0.3	i	0.02
Cc1cccc(NC(=O)C2CCN(S(=O)(=O)c3cccc4nsnc34)CC2)n1	-0.3	i	-0.08
CC(=O)Oc1c(C(C)C)cc(N(C(C)=O)c2ccccc2)cc1C(C)C	-0.7	i	-0.88
Cc1cccc(C(=O)NCC(=O)OCC(=O)N(C)CC(=O)Nc2ccc(F)cc2)c1	0.1	i	-0.59
CCN(C(=O)COC(=O)CNS(=O)(=O)c1ccc(SC)c([N+](=O)[O-])c1)C1CCCCC1	1.6	i	-1.3
COc1cc(C(=O)OCC(C)=O)ccc1OCc1c(C)noc1C	x	i	0.29
CCc1nc2sc(C(C)=O)c(N)c2c2c1CCCC2	1.9	i	-1.6
Cc1cc(C)cc(NC(=O)c2cc(C)n(Cc3cccs3)c2C)c1	-1.6	i	-0.01
Oc1[nH]c2ccccc2c1N=Nc1ncnc2c1oc1ccccc12	1.1	i	-0.49
CCOC(=O)c1ccc(COC(=O)CNC(=O)CNC(=O)Cc2ccccc2)cc1	-1.0	i	-0.83
Cc1ccc(-n2ncc3c(=O)n(-c4ccc(C)c(C)c4)c(-c4ccco4)nc32)cc1	-0.2	i	0.48
CN(C)S(=O)(=O)c1cccc(NC(=O)CN2C(=O)NC3(CCc4ccccc4C3)C2=O)c1 (stereo not given)	-0.7	i	0.35
Cc1ccc(C)c(OCc2cc(C(=O)N(C)Cc3ccccn3)no2)c1	-2.6	i	-3.2
Cc1[nH]c(=O)c(C(=O)c2cc(Cl)ccc2O)cc1C(=O)O	0.8	i	-0.63
O=C(c1ccco1)N1CCN(C2=NS(=O)(=O)c3ccccc32)CC1	0.5	i	-0.38
CCc1nnc(NC(=O)c2ccc3ncsc3c2)s1	0.4	i	-0.02
COc1ccc(-c2ccc(-c3nc4c(c(=O)[nH]c(=O)n4Cc4ccccc4)n3C)o2)c([N+](=O)[O-])c1	-1.9	i	2.1
CSC1=C(C#N)C(c2ccc(C)s2)CC(=O)N1 (stereo not given)	-2.3	i	0.02
COc1ccc(-n2c(C)cc(/C=C3/SC(=S)N(C)C3=O)c2C)cc1	-1.6	i	0.36
CCCn1c(=O)c2ccccc2n2c(SCc3cc(=O)oc4ccc5ccccc5c34)nnc12	-1.2	i	1.3
CSc1ccc(CN(C)C(=O)COc2ccc(C(=O)c3ccccc3)cc2)cc1	-1.5	i	1.7
O=C(/C=C/Sc1ccccc1)c1ccc(Cl)cc1	-0.7	i	-1.3
CC(C)c1nc2oc3c(NCCO)ncnc3c2c2c1COC(C)(C)C2	0.7	i	1.7
COc1ccc(CN2C(=O)N(c3ccc(OC)cc3)C(=O)C2CC(=O)Nc2ccccc2)cc1 (stereo not given)	-0.3	i	-0.28
CC(=O)c1c(C)n([O-])c2cc(C)ccc2[n+]1=O	0.3	i	0.26
CCNC(=S)N(CCc1c(C)[nH]c2ccccc12)Cc1cccnc1	0.0	i	0.52
CCOc1ccc(-n2c(SCC(=O)NC(C)CC)nc3n[nH]c(C)c3c2=N)cc1 (stereo not given)	-2.0	i	-0.2
CC1CCN(S(=O)(=O)c2ccc(C(=O)N3CCCC(C(F)(F)F)C3)cc2)CC1 (stereo not given)	-2.1	i	0.54
COc1ccc(C2(C)CC(C)(C)Nc3ccccc32)cc1 (stereo not given)	-0.4	i	-3.4
COCCCNC(=O)c1ccc(C(=O)NCCCOC)cc1	-1.8	i	-0.74
Cc1[nH]c(=O)[nH]c(=O)c1/C=C/C(=O)OCC(C)C	-1.8	i	-1
CCCc1nnc(NC(=O)CSc2nnc(-c3ccco3)n2C)s1	-1.3	i	-0.73
CCOC(=O)CNC(=O)Cc1ccc(Cl)cc1	-1.0	i	0.72
CSc1oc(-c2ccccc2)nc1S(=O)(=O)c1ccc(F)cc1	0.4	i	-0.05
CCCOC(=O)c1c(NC(=O)/C=C/c2cnn(C)c2C)sc(C(=O)OC)c1C	-1.4	i	0.93
Cc1ccc(SCC(=O)N(C)C2CCS(=O)(=O)C2)cc1 (stereo not given)	-0.3	i	-2
CCOC(=O)C1(Cc2ccc(Cl)cc2)CCN(C(=O)c2sc(C)nc2C)CC1	-1.3	i	-1.1
NNC(=O)c1ccccc1OCCOc1ccccc1	-1.9	i	-0.41
CCCc1cc(=O)[nH]c(Nc2ccc3c(c2)OCCO3)n1	-0.4	i	1

For convenience, 13 of the compounds above.
SMILES	STK33 kinase inh	KCNQ2 block	Kir21 inh
CCOc1ccc(-n2c(SCC(=O)NC(C)CC)nc3n[nH]c(C)c3c2=N)cc1 (stereo not given)	-2.0	i	-0.2
CC1CCN(S(=O)(=O)c2ccc(C(=O)N3CCCC(C(F)(F)F)C3)cc2)CC1 (stereo not given)	-2.1	i	0.54
COc1ccc(C2(C)CC(C)(C)Nc3ccccc32)cc1 (stereo not given)	-0.4	i	-3.4
COCCCNC(=O)c1ccc(C(=O)NCCCOC)cc1	-1.8	i	-0.74
Cc1[nH]c(=O)[nH]c(=O)c1/C=C/C(=O)OCC(C)C	-1.8	i	-1
CCCc1nnc(NC(=O)CSc2nnc(-c3ccco3)n2C)s1	-1.3	i	-0.73
CCOC(=O)CNC(=O)Cc1ccc(Cl)cc1	-1.0	i	0.72
CSc1oc(-c2ccccc2)nc1S(=O)(=O)c1ccc(F)cc1	0.4	i	-0.05
CCCOC(=O)c1c(NC(=O)/C=C/c2cnn(C)c2C)sc(C(=O)OC)c1C	-1.4	i	0.93
Cc1ccc(SCC(=O)N(C)C2CCS(=O)(=O)C2)cc1 (stereo not given)	-0.3	i	-2
CCOC(=O)C1(Cc2ccc(Cl)cc2)CCN(C(=O)c2sc(C)nc2C)CC1	-1.3	i	-1.1
NNC(=O)c1ccccc1OCCOc1ccccc1	-1.9	i	-0.41
CCCc1cc(=O)[nH]c(Nc2ccc3c(c2)OCCO3)n1	-0.4	i	1

Next section:
SMILES	STK33 kinase inh	KCNQ2 block	Kir21 inh
Cc1cc(C)n(-c2nc(NCCCO)c3c4c(sc3n2)CCCC4)n1	3.1	i	0.14
Cn1cc(CN2C[C@H]3CC[C@H]2C3)c(-c2ccccc2F)n1	-0.5	i	0.58
O=C(O)c1cccc(Nc2ccnc(Nc3cccc(C(=O)O)c3)n2)c1	7.3	i	-0.65
C=CCSc1nc(O)c(CC)c(=O)n1C(C)CC (stereo not given)	-1.3	i	-1
COc1cc2[nH]c(=O)n(CCC(=O)N3CCN(Cc4ccc5c(c4)OCO5)CC3)c(=O)c2cc1OC	0.1	i	0.08
COCCCn1c(=NC(C)=O)c(C#N)cc2c(=O)n3cccc(C)c3nc21	0.1	i	-1.3
O=C(CS(=O)(=O)Cc1ccccc1)N1CCN(Cc2ccc3c(c2)OCO3)CC1	-0.8	i	-0.86
CCOC(=O)C1CCCN(C(=S)Nc2cc(C)cc(C)c2)C1 (stereo not given)	-0.9	i	-0.78
CCCCCCSc1cc(-c2nc3ccc(C)cn3c2NCc2ccccc2)ccc1OC	-2.5	i	0.02
COc1ccc(CNS(=O)(=O)c2cc3c(cc2Cl)NC(=O)CO3)cc1	0.2	i	0.83
Cc1cccc(N2C(=O)c3ccccc3C2=O)n1	-0.7	i	-0.56
Cn1c(CNC(=O)CNS(=O)(=O)c2ccc(Cl)cc2)cc(=O)n(C)c1=O	-2.9	i	1.1
CC(C)Cc1oc(C(=O)O)cc1CN1CCOCC1	-0.4	i	0.11
CCCn1c(NC(=O)C2COc3ccccc3O2)nc2ccccc21 (stereo not given)	-0.2	i	-0.1
Cc1cc(NC(=O)CS(=O)(=O)c2cn(C)c3ccccc23)no1	-1.1	i	-0.49
CC1(C)Cc2c(C#N)c(SCCC#N)nc(N3CCOCC3)c2CS1	0.1	i	-1.8
COc1ccccc1C(CNC(=O)COc1ccccc1C)N1CCCC1 (stereo not given)	-0.2	i	-0.19
CCOC(=O)C1=C(C)N=C2c3ccccc3C(=O)C2C1c1ccc(Br)cc1 (stereo not given)	2.3	i	0.03
COC(=O)c1ccc(C(=O)OC)c(NC(=S)N2CCOCC2)c1	0.0	i	-2.4
CN1CCN(CCCNC(=O)CCC(=O)N2CCOc3ccccc32)CC1	-0.8	i	2.3
Cc1[nH]c(-c2ccc(F)cc2)cc1C(=O)N1CCN(c2cccc(Cl)c2)CC1	-0.7	i	-0.41
OC(CN1CCCCC1)Cn1c2ccccc2c2cc(Br)ccc21 (stereo not given)	-0.5	i	-4.1
Cc1oc(-c2ccccc2Cl)nc1CSCC(=O)NC1CC1	-1.5	i	0.02
COC(=O)c1cccc(CSc2nc(-c3ccccc3)c(C#N)c(=O)[nH]2)c1	-1.4	i	1.2
COc1ccc(CCN2CC(C(=O)NCCc3cn[nH]c3)CCC2=O)cc1 (stereo not given)	-1.1	i	0.26
CCC(O)(CC)C(=O)NN(C(=O)CCl)c1ccccc1	-1.1	i	0.21
COc1ccc(NC(=O)C2CC(c3ccc(Cl)cc3)=NO2)cc1OC (stereo not given)	-0.5	i	0.76
O=C(N/C(=C\c1ccccc1Cl)C(=O)N1CCOCC1)c1ccc([N+](=O)[O-])cc1	-0.7	i	-1.3
Cn1cc(C(C[N+](=O)[O-])c2ccccc2)c2ccccc21 (stereo not given)	-1.7	i	0.13
Cc1c(N=C2C=CC(=O)c3ccccc32)c(=O)n(-c2ccccc2)n1C	x	i	-0.75
COC(=O)CN(c1ccc(OC)cc1)S(=O)(=O)c1ccc(OC)c(OC)c1	-0.2	i	1.2
C=CCNC(=S)NNC(=O)c1cc(Cl)ccc1OC	0.2	i	-0.1
CNC(=S)N1CCN(c2ccccn2)CC1	0.1	i	0.72
O=C1NCCN1CCNS(=O)(=O)c1ccc(F)cc1	-2.0	i	-0.06
Cc1oc(-c2ccccc2)nc1C(=O)Nc1nccs1	-0.6	i	-2.8
N#CC1=C(N)OC2=C(C(=O)CCC2)C1Cc1ccccc1 (stereo not given)	-0.3	i	-1.3
COc1ccc(C(=O)NC23CC4CC(CC(C4)C2)C3)cc1OC	-1.5	i	1
CC(C)(C)NC(=O)C(c1ccncc1)N(C(=O)c1csnn1)c1cccc2ccccc12 (stereo not given)	x	i	-0.27
COc1ccc(N(C(=O)c2snc(C(N)=O)c2N)C(CC(C)C)C(=O)NCC2CCCO2)cc1 (stereo not given)	-0.5	i	1.4
O=C(CN(Cc1ccccc1)S(=O)(=O)c1ccc(Cl)cc1)NCC1CCCO1 (stereo not given)	-1.8	i	1.1
COc1ccc(CNc2nn[nH]n2)cc1OC	-0.2	i	0.69
COc1ccccc1NC(=O)c1c(Nc2ccccc2F)sc(C(=O)Nc2cccc(Cl)c2)c1N	1.8	i	0.07
Clc1cccc(CN2CCN(Cc3nc(CCc4ccccc4)no3)CC2)c1	-2.9	i	1.7
Cc1ccc(-c2n[nH]c(=S)n2Cc2ccccc2)cc1	0.1	i	0.98
CN(C(=O)c1cc(S(=O)(=O)N2CCc3ccccc32)cn1C)C1CCCCC1	-0.7	i	-0.03
COc1ccc(/C=C/C(=O)NC(=S)N2CCN(c3ccccn3)CC2)cc1OC	-2.8	i	0.14
COC(=O)C1=C(C)NC(=S)NC1c1ccco1 (stereo not given)	-0.1	i	1.5
COc1c(C)cc(S(=O)(=O)NC2CC(C)(C)NC(C)(C)C2)c(C)c1C	1.3	i	-0.48

Bioassay records: PubChem BioAssay, several laboratories
